NOD1 inhibition = NOD1 signaling inhibitors, primary screen, cell-based, luminescence, uHTS (AID 1578) | NOD1-driven NF-kB luciferase reporter cells, luminescence; higher % means a stronger effect | one-dose inhibition, % at 4 µM; EC50 in µM for titrated hits | 290,000 compounds, 1% hits; in the data active means inhibition mostly above about 36%, no sharp cut-off; inactive means mostly below about 34%;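 further: HEK-293T reporter cells stimulated with the NOD1 agonist gamma-tri-DAP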
SV40 large T antigen = SV40 large T antigen inhibitors, biochemical (AID 1903). 310,000 compounds, 0.39% hits. SV40 large T antigen ATPase/helicase inhibition assay; higher % means a stronger effect. inhibition, % at 20 µM; hits with a dose series show IC50 in µM; in the data active means a potency from the dose series; inconclusive means inhibition mostly from about 32% at the one dose, without a potency; inactive means the rest, 99 in 100 with inhibition below about 32%; further: strong numbers were not always called active
HIV peptide binding = inhibitors of HIV fusion peptide binding, primary screen, biochemical, uHTS, fluorescence dequenching (AID 1986) | cell-free peptide binding, fluorescence dequenching, 30 min; higher % means a stronger effect | inhibition, % at 20 µM; hits with a dose series show IC50 in µM | 290,000 compounds, 0.3% hits; in the data active means inhibition mostly above about 52%, no sharp cut-off; inactive means mostly below about 76%; further: some results filed as inactive read as strong as hits
GPR55 LPI antagonism = GPR55 antagonists blocking LPI-driven arrestin recruitment, primary screen, imaging, U2OS, beta-arrestin-GFP, LPI agonist (AID 2013); G-protein coupled receptor 55 (Homo sapiens); U2OS GPR55 beta-arrestin-GFP translocation imaging, LPI antagonism; higher % means a stronger effect; inhibition, % at 10 µM, or IC50 in µM where a hit was titrated; 290,000 compounds, 0.13% hits;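 active means spots per cell inhibited over 60%, with over 100 cells counted and total cytoplasm intensity under 500,000; inconclusive means wells with under 100 cells, flagged as likely toxic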;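 further: U2OS cells stably carrying GPR55 and arrestin-GFP stimulated by 5 µM LPI near EC80; imaged beta-arrestin-GFP aggregate spots per cell after agonist stimulation; plate controls were LPI-stimulated DMSO wells for no effect and DMSO wells without LPI for full effect; some results filed as inactive read as strong as hits; confirmed hits need IC50 under 10 µM and bright autofluorescent wells are also inconclusive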
HEK293 NOD2/NF-kB = NOD2 signaling inhibitors, cell-based, luminescence, uHTS, HEK293 (AID 1566). inhibition, % at 4 µM, or EC50 in µM where a hit was titrated. HEK293 NOD2/NF-kB luciferase reporter, luminescence; higher % means a stronger effect. 290,000 compounds, 0.63% hits; further: many of its hits are not listed in these tables
GPR55 activation = GPR55 agonists via beta-arrestin recruitment, primary screen, imaging, U2OS cells, beta-arrestin-GFP redistribution (AID 1961) | G-protein coupled receptor 55 (Homo sapiens) | U2OS GPR55 beta-arrestin-GFP redistribution imaging; higher % means a stronger effect | activation, % at 10 µM; hits with a dose series show EC50 in µM | 290,000 compounds, 0.048% hits;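 active means activation above 40% with more than 50 cells counted in the well; inconclusive means wells holding fewer than 50 cells, flagged as toxic or sparse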;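 further: U2OS osteosarcoma cells stably expressing GPR55 and beta-arrestin-GFP; plate controls were DMSO negative control for no effect and LPI positive control for full effect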
KOR beta-arrestin-1 = KOR antagonists, beta-arrestin recruitment, cell-based, luminescence, uHTS (AID 1778); Kappa-type opioid receptor (Homo sapiens); KOR beta-arrestin recruitment, luminescence, antagonist mode; higher % means a stronger effect; one-dose inhibition, % at 10 µM; IC50 in µM for titrated hits; 290,000 compounds, 0.091% hits; further: strong numbers were not always called active
KOR beta-arrestin-2 = KOR agonists, beta-arrestin recruitment, primary screen, cell-based, luminescence, uHTS (AID 1777); KOR beta-arrestin recruitment, luminescence; higher % means a stronger effect; one-dose activation, % at 10 µM; EC50 in µM for titrated hits; Kappa-type opioid receptor (Homo sapiens); 280,000 compounds, 0.02% hits; in the data active means activation above about 50%, passing the limit was not always enough; further: a part of the inactive calls stands beside numbers as strong as those of hits
Rac1 GTP hydrolysis = MgcRacGAP GTPase-activating activity inhibitors, confirmation, biochemical, ADP Hunter fluorescence. MgcRacGAP-stimulated Rac1 GTP hydrolysis, ADP Hunter fluorescence; higher % means a stronger effect; GST-tagged Rac1 F28L mutant substrate. inhibition, % at 30 µM; hits with a dose series show IC50 in µM. 340,000 compounds, 0.6% hits;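 active means first-screen hits whose inhibition reached a set limit at any dose in the follow-up dose series; inconclusive means inhibition above the set first-screen limit but never retested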;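 further: fluorescence reports GDP produced by GAP-driven GTP hydrolysis; strong numbers were not always called active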
* = called active by the depositor; u = inconclusive; x = no result given; [ ] = dose if it differs, or a comment. Unless noted, no stated cut-off is given here; in the data, active means inhibition above about 50%; inactive means the rest. Some of the compounds tested (hit frequency here may not be typical).

Order of values – NOD1 inhibition	SV40 large T antigen	HIV peptide binding	GPR55 LPI antagonism	HEK293 NOD2/NF-kB	GPR55 activation	KOR beta-arrestin-1	KOR beta-arrestin-2	Rac1 GTP hydrolysis
COc1cccc(CNC(=O)CCS(=O)(=O)c2cccc3nonc23)c1
  -19%	0%	-1.8%	8%	14%	-0.1%	18%	0.9%	2%
O=C(CN1C(=O)COc2ccccc21)N1CCCc2ccccc21
  -13%	13%	-0.5%	11%	6%	-0.1%	25%	2.3%	7%
COc1ccc(C)cc1N(C(=O)COc1ccccc1)c1nc2ccccc2s1
  -32%	4%	2.4%	14%	-10%	-0.3%	4%	-3.4%	8%
OC(c1ccc(F)cc1)(C1CCCCC1)C(CN1CCOCC1)c1ccccc1 (stereo not drawn)
  -1%	17%	3.1%	9%	6%	-0.2%	29%[20 µM]	1.3%	2%
CCc1nn2c(N(C)CCO)cc(C)nc2c1-c1ccc(F)cc1
  -23%	24%	-0.3%	6%	17%	-0.1%	-18%	-2.4%	4%
COc1cccc(CNC(=O)CCC2CCCN(C(=O)c3cscn3)C2)c1 (stereo not drawn)
  -27%	25%	-0.5%	14%	-6%	-0.1%	-13%[20 µM]	x	15%
COc1ccc(C(=O)N2CCN(c3ccccc3)CC2)cc1S(=O)(=O)N1CCOCC1
  -16%	5%	-1.2%	10%	0%	-0.1%	-5%	-2.7%	9%
CCCC(C)C(=O)Nc1ccc(Cl)cn1 (stereo not drawn)
  x	0%	1.4%	3%	8%	0.2%	20%	5.1%	10%
CCOc1ccnc(OCC)c1Br
  19%	7%	-1.3%	13%	1%	0.0%	-1%	4.3%	6%
CC[n+]1c(/C=C(\C)OC)sc2ccccc21
  -27%	21%	-1.4%	2%	-5%	-0.2%	19%	0.4%	7%
Cc1ccccc1C(=O)OCC(=O)N(C)c1ccccc1
  29%	21%	-0.9%	-2%	-39%	0.4%	-18%	3.9%	-3%
CCCNC(=S)Nc1ccc(Br)cc1
  1%	3%	-2.8%	13%	4%	0.0%	-12%	0.4%	6%
Cc1cccn2cc(-c3cccc(S(=O)(=O)N4CC(C)OC(C)C4)c3)nc12 (stereo not drawn)
  -10%	28%	0.9%	2%	27%	-0.1%	1%	-1.8%	x
CCOC(=O)C1=C(C)OC(N)=C(C#N)C1c1cccc(C)c1 (stereo not drawn)
  -8%	x	-2.5%	16%	10%	0.3%	-10%[20 µM]	x	4%
CCOc1ccc(OCCCCN(C)C)cc1
  -20%	3%	2.3%	4%	-8%	-0.3%	-14%	8.2%	u
CCCc1cc(C(=O)Nc2nccs2)cs1
  -14%	20%	-1.7%	3%	-101%	-0.2%	-37%	-1.7%	6%
N#CCSc1nc2ccccc2c(=O)n1CC1CCCC1
  -46%	16%	0.1%	-3%	4%	-0.3%	11%	-0.3%	3%
Cc1cc2nc3c(nc2cc1C)C(O)=C3O
  -5%	10%	0.0%	3%	5%	-0.1%	15%	x	-7%
O=C(CSc1nnc2c(n1)[nH]c1ccccc12)Nc1nncs1
  -34%	9%	0.0%	-10%	-10%	0.0%	-4%	-1.2%	1%
O=C(NC1=NCCS1)c1csc2ccccc12
  -47%	15%	-1.2%	1%	-116%	-0.1%	-2%	0.5%	16%
O=C(COC(=O)c1nc(Cl)ccc1Cl)NCc1ccccc1
  -15%	7%	-1.5%	4%	7%	-0.1%	-4%[20 µM]	0.1%	10%
CCCCn1nnnc1SCC(=O)Nc1ccc2c(c1)OCCO2
  -31%	4%	-2.9%	-1%	-2%	-0.1%	-13%	8.9%	2%
CC(C(=O)O)n1c2ccccc2c2cn[nH]c(=O)c21 (stereo not drawn)
  -3%	7%	1.6%	11%	12%	-0.1%	-4%	-2.4%	-3%
Cc1cccc(C)c1Nc1nnc(SCC(=O)Nc2ncc(C(F)(F)F)cc2Cl)s1
  -14%	7%	5.2%	0%	9%	-0.1%	0%	-2.0%	1%
CCOC(=O)CN(C)S(=O)(=O)c1ccc(-c2cc(C(=O)OC)sc2C(F)(F)F)cc1
  -4%	5%	-0.5%	12%	21%	0.6%	4%	-0.9%	x
CCOC(=O)N1CCN(C(=O)CN(c2ccc(OCC)cc2)S(C)(=O)=O)CC1
  -29%	-3%	-1.4%	1%	3%	-0.1%	-9%	0.5%	3%
Cc1ccc(CNC(=O)c2c(C)cc(=O)oc2C)cc1
  -7%	6%	2.3%	13%	-2%	0.1%	11%	-1.4%	2%
CCC1(C)Cc2ccccc2-c2c1c(=O)n(-c1ccc(C)cc1)c1nnnn21 (stereo not drawn)
  -4%	-4%	0.4%	17%	11%	-0.1%	-19%	0.7%	5%
O=c1cc(N2CCCCC2)c(-c2ccccc2)n[nH]1
  -18%	9%	0.2%	-3%	12%	0.1%	11%	-3.3%	8%
CC1(C)CN(C(Cc2ccccc2)C(N)=O)C1=O (stereo not drawn)
  -2%	4%	0.7%	11%	-12%	-0.1%	-17%	3.6%	4%

Next section
Order of values – NOD1 inhibition	SV40 large T antigen	HIV peptide binding	GPR55 LPI antagonism	HEK293 NOD2/NF-kB	GPR55 activation	KOR beta-arrestin-1	KOR beta-arrestin-2	Rac1 GTP hydrolysis
COc1ccc(-c2nc[nH]c2[N+](=O)[O-])cc1
  -17%	8%	-0.4%	15%	19%	-0.3%	2%	-2.9%	1%
COc1ccc(OC)c(C(=O)NC(CC(N)=O)c2ccc(NCCN3CCOCC3)c([N+](=O)[O-])c2)c1 (stereo not drawn)
  -1%	-1%	-1.6%	11%	17%	-0.1%	26%	-2.9%	4%
COc1ccc2cc(-c3ccn[nH]3)ccc2c1
  -6%	12%	-0.9%	11%	-93%	0.0%	34%	-3.6%	6%
CCOc1cccc(C2NC(=S)NC(C)=C2C(=O)Nc2ccccc2)c1 (stereo not drawn)
  -2%	36%	-1.2%	3%	17%	-0.4%	23%	7.7%	14%
CCCn1c(C2CCCN2c2nc(-c3ccc(OC)cc3)cs2)nc2ccccc21 (stereo not drawn)
  50%	21%	-0.3%	-10%	-25%	0.4%	-40%[20 µM]	-2.8%	6%
CCCCSc1oc(-c2ccco2)nc1S(=O)(=O)c1ccccc1
  3%	6%	-1.3%	9%	-26%	-0.1%	2%	-3.7%	6%
C/C(=N\NC(=O)c1cccnc1)c1ccc(OC2OCCOC2Oc2ccc(/C(C)=N/NC(=O)c3cccnc3)cc2)cc1 (stereo not drawn)
  5%	2%	0.4%	14%	12%	0.3%	18%	-3.4%	6%
O=C(CCNC(=O)OCc1ccccc1)NC1CCCCCC1
  -46%	-5%	0.2%	-6%	10%	0.2%	-1%	-4.2%	4%
NNc1nnnc2c1sc1nc(N3CCOCC3)c3c(c12)CCCC3
  -1%	13%	-2.4%	14%	12%	0.5%	-5%	-1.6%	x
COc1ccccc1C(=O)Nn1cnc2ccccc2c1=O
  -36%	10%	56%	13%	7%	-0.1%	-33%	5.1%	6%
CCc1ccc(S(=O)(=O)NCc2csc(C)n2)cc1
  0%	9%	-0.6%	-12%	-11%	0.0%	-21%	1.0%	9%
CN1C(=O)C(O)(CC(=O)/C=C/c2ccco2)c2cc(Br)ccc21 (stereo not drawn)
  -10%	10%	16%	1%	5%	-0.1%	-19%[20 µM]	-4.4%	1%
C#CCNC(=O)C1=C[C@@H](c2csc3ccccc23)C[C@@H](OCc2ccc(CO)cc2)O1
  -7%	6%	0.1%	8%	12%	0.2%	0%	-0.2%	10%
O=C(c1noc2c1CCCCC2)N1CCOCC1
  -20%	4%	-0.1%	36%	-15%	-0.1%	-17%	2.5%	1%
CCOC(=O)COc1nc(-c2ccc(C)cc2)cc(-c2ccco2)c1C#N
  -1%	7%	-0.7%	1%	3%	-0.2%	16%	40%	6%
Cc1ccc(C)c(N2CCN(S(=O)(=O)c3ccc4c(c3)OCCO4)CC2)c1
  -4%	1%	2.0%	15%	1%	-0.1%	24%	-3.9%	13%
Cc1nnc(CN(C)Cc2cn[nH]c2-c2ccc(-c3ccccc3)cc2)o1
  -35%	7%	-1.2%	-4%	-15%	0.1%	-27%	2.1%	9%
CCOC(=O)c1c(CN2CCN(C)CC2)n(-c2ccccc2)c2cc(Br)c(O)cc12
  -4%	7%	-0.1%	-3%	22%	1.2%	-1%	6.2%	25%
CC(Sc1nncn1C)C(=O)Nc1nnc(-c2ccccc2)s1 (stereo not drawn)
  -30%	7%	1.1%	-2%	-22%	0.2%	6%	-0.9%	-1%
Cn1cc(C(=O)c2ccc(Cl)cc2Cl)cc1C(=O)N/N=C(\N)COc1ccc(Cl)cc1Cl
  43%	0%	-0.4%	2%	14%	-0.2%	-30%	1.2%	10%
Cc1ccc2c(c1)nnn2C1CCN(CC(=O)Nc2ccc(F)cc2)CC1
  -3%	10%	-1.1%	10%	16%	0.0%	28%	-2.3%	0%
COc1ccc(NC(C)=O)cc1S(=O)(=O)NC(Cc1ccccc1)C(=O)O (stereo not drawn)
  -2%	18%	-0.9%	6%	-26%	-0.1%	42%	-1.3%	0%
c1ccn(-c2ncnc3sc4c(c23)CCCC4)c1
  23%	0%	3.2%	-16%	13%	-0.3%	17%	-7.9%	12%
O=S(=O)(NCC1CCN(S(=O)(=O)c2ccccc2)CC1)c1ccccc1
  x	8%	0.3%	-3%	5%	0.2%	1%	1.1%	2%
CNCCOc1ccccc1C(C)(C)C
  -15%	20%	-2.1%	8%	-9%	0.2%	14%	-1.0%	29%
O=C(NNS(=O)(=O)c1ccc([N+](=O)[O-])cc1)c1ccc([N+](=O)[O-])cc1
  -5%	6%	-1.3%	17%	5%	0.0%	2%	-5.2%	3%
CCc1ccc2oc(=O)cc(CN3CCN(Cc4ccccc4)CC3)c2c1
  7%	4%	-0.6%	-11%	33%	0.0%	-18%	-3.9%	1%
CCn1c(COc2cccc(C)c2)nnc1SCC(=O)NC1CCCC1
  12%	-1%	-1.1%	24%	15%	0.2%	9%	-4.7%	6%
COc1ccc(CNC(=O)c2[nH]c(C)c(C(C)=O)c2C)cc1
  -34%	3%	1.7%	-3%	6%	-0.1%	-29%	-0.2%	7%
Cc1occc1C(=O)N1CCCC(CO)(Cc2ccc(F)cc2F)C1 (stereo not drawn)
  -2%	9%	2.8%	2%	10%	-0.1%	-17%	3.8%	5%
O=S(=O)(c1ccccc1F)N1CCCc2ccccc21
  -14%	10%	1.1%	-2%	-3%	0.0%	-37%	-1.3%	7%
